eLon inh = E. coli protease La inhibition | purified E. coli Lon protease, fluorescence polarization | inhibition, % at 7.94 µM | 360,000 compounds, 0.42% hits | AID 602123; in the data active means inhibition above about 13%, passing the limit was not always enough;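 further: 0% = enzyme with probe and DMSO and 100% = no enzyme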
CSN deneddyl inh = blocks human CSN-mediated cullin deneddylation | Q92905 | 360,000 compounds, 0.38% hits | Purified CSN, SCF-Nedd8-OG deneddylation, fluorescence polarization | AID 651999 | inhibition, % at 12.5 µM;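 active means pattern-corrected inhibition above about 35%, with an unprinted fluorescence ratio check between 0.5 and 1.5, limit read from the data, passing the limit was not always enough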;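 further: 0% = enzyme with substrate and 100% = substrate without enzyme; some results filed as inactive read as strong as hits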
Target sequence (Q92905 whole entry, looked up, one chain of several): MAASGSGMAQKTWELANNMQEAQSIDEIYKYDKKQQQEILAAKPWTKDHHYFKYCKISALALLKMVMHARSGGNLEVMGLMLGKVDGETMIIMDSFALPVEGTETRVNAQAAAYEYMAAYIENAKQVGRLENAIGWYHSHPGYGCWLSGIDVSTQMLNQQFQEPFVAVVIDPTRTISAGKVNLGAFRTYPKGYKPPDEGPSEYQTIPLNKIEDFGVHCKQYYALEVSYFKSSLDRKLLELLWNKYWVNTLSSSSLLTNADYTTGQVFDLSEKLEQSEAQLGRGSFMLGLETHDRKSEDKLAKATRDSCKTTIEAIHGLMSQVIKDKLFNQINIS
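Assay system: HEK293T-derived human Csn5 enzyme; quantity: 0.24 nM enzyme; medium: Tris/NaCl/DTT buffer, pH 7.5; also added: substrate SCFSkp2-Nedd8OG, 10 nM; doses: 12.5 µM compound; schedule: 90 min reaction at room temperature; signal: FP; read-out: % inhibition of substrate cleavage by Csn5; benchmarks: substrate-only high control, full reaction low control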
Rin1 Abl inh = blocks binding of human Rin1 to Abl; inhibition, % at 7.35 µM; 360,000 compounds, 0.4% hits; P00519+Q13671; TR-FRET Rin1/Abl binding, biochemical; in the data active means inhibition above about 5%, passing the limit was not always enough
Rpn11 block = Rpn11 (human) deubiquitinase inhibition | O00487 | calls only at 20 µM | 360,000 compounds, 0.59% hits | human 26S proteasome, Ub4-pepOG fluorescence polarization; 20S core pre-blocked with epoxomicin | AID 588493;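 active means inhibition at 20 µM, scaled to each plate's controls, above about 33%, limit read from the data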
MLLE-PAM2 inh = blocks PAM2 peptide binding to the PABP1 MLLE domain | 360,000 compounds, 0.36% hits | inhibition, % at 20 µM | GST-MLLE / FITC-PAM2 fluorescence polarization | P11940; in the data active means inhibition above about 35%, passing the limit was not always enough;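 further: plate controls were DMSO wells with GST-MLLE for no effect and wells lacking GST-MLLE protein for full effect; some results filed as inactive read as strong as hits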
Target sequence (P11940 whole entry, looked up, the tested form may be a part): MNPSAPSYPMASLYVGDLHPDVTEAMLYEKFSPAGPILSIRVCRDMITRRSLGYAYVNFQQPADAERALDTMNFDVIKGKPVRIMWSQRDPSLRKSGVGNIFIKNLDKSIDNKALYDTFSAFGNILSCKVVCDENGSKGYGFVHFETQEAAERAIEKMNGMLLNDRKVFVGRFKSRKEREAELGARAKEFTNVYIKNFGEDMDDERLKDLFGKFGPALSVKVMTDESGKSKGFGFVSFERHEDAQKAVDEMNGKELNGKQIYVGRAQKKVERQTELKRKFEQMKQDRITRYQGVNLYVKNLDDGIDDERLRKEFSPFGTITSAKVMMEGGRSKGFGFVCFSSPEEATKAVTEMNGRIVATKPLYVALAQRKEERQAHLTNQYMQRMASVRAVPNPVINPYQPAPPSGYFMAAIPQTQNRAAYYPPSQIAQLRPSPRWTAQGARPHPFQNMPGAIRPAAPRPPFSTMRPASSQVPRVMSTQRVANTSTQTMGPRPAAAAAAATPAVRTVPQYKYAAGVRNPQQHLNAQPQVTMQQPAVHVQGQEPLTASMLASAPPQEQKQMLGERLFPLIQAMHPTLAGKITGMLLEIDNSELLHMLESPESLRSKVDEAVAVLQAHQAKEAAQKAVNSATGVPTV
bovine MsrA act = activates bovine MsrA enzyme | purified bovine MsrA, absorbance read-out | activation, % at 10.6 µM | 360,000 compounds, 0.3% hits | AID 602163; in the data active means activation above about 7.5%;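 further: 0% = vehicle and 100% = reference activator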
MsrA inhibitor = inhibitors of bovine MsrA | purified bovine MsrA, absorbance read-out | inhibition, % at 15.5 µM | 360,000 compounds, 0.75% hits | AID 651718; in the data active means inhibition above about 4.5%;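 further: 0% = vehicle wells with enzyme and 100% = reference inhibitor wells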
FAS TE block = inhibitors of human fatty acid synthase thioesterase domain; P49327; recombinant FAS-TE, OMFH fluorogenic substrate, fluorescence endpoint; inhibition, % at 15 µM; 360,000 compounds, 0.67% hits; AID 602261;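 active means compounds whose normalised, plate-corrected inhibition of enzyme fluorescence in the single-dose primary screen is 50% or more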;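 further: 0% = DMSO with enzyme and 100% = substrate without enzyme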
MT1-MMP act inh = inhibitors of human MT1-MMP activation. HT1080 RFP-PRO-GFP cells, GFP/RFP ratio fluorescence, overnight; percent of plate control window, DMSO zero. AID 651647. GFP/RFP ratio change, % at 20 µM. P50281. 360,000 compounds, 0.061% hits;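 active means GFP/RFP ratio change of at least 30% with cell ATP level not reduced by more than half and red fluorescence within 50% of control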; further: strong numbers were not always called active
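Compound: 20 µM single dose, 1% DMSO / System: HT1080 RFP-PRO-GFP cells / Controls: DMSO and RFP-L50D-GFP cell wells / Read-out basis: GFP/RFP fluorescence ratio / Schedule: overnight compound exposure at 37 °C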
* marks the source's active call; other numbers are inactive results; i = inactive; / = not tested or not shown. Hits appear at their usual frequency; about 3.7% have a hit in one of these screens.

Order of values – MT1-MMP act inh, bovine MsrA act, eLon inh, CSN deneddyl inh, Rpn11 block, Rin1 Abl inh, MLLE-PAM2 inh, MsrA inhibitor, FAS TE block
- CCc1ccccc1NC(=O)Cn1cccc1C1=NC(c2ccccc2)CO1 (configuration not stated)
    -4.4, -3.6, -6.3, 1.4, i, 2.1, 1.4, 0.0, 0.7
- O=C(CSc1nc2nn(-c3ccccc3)c(=O)c-2c2n1CCCCC2)NCCc1ccccc1
    0.4, -5.0, 4.3, 0.4, i, 2.1, -55.5, 0.1, 0.7
- CCCCOC(=O)C1=C(C)Nc2ncnn2C1c1ccc(OCC)c(OC)c1 (configuration not stated)
    4.1, -2.5, -2.0, 3.5, i, -1.4, -2.3, 0.4, -5.9
- Cc1nc2cccnc2nc1C
    -0.7, -1.4, 6.1, 1.0, i, 1.4, 2.6, 1.1, -3.9
- O=C1CC(c2cccc(Cl)c2)Cc2nc(N3CCOCC3)ncc21 (configuration not stated)
    3.9, -1.0, 1.6, 8.5, i, -2.0, 5.3, 0.3, 9.6
- O=C(NCc1ccccc1)c1cc(C2COCCN2S(=O)(=O)c2ccccc2)on1 (configuration not stated)
    3.6, -2.1, -0.2, -1.9, i, -2.6, -5.3, -0.9, -10.2
- CN1CCN(C(=O)/C(=C\c2cccs2)NC(=O)c2ccccc2)CC1
    -2.8, -3.6, -14.0, 2.5, i, 2.3, -14.2, 1.0, -3.9
- CN(CC(=O)Nc1ccc(OC(F)(F)F)cc1)C(=O)/C=C/c1cc2c(cc1[N+](=O)[O-])OCO2
    1.9, -4.1, -18.1, -1.5, i, 0.3, -8.7, -0.5, 18.0
- CCn1c(C(=O)NC2CCC(C)CC2)cc2sccc21 (configuration not stated)
    3.9, 0.4, -5.1, -4.6, i, -4.1, 8.7, 0.8, 11.1
- CC(=O)Nc1ccc(-c2csc(NNC(=O)c3ccc(C)cc3)n2)cc1
    -0.6, -5.6, -6.9, 4.1, i, -1.6, 11.1, -1.1, -110.7
- CSc1ncccc1C(=O)OCC(=O)NCCc1ccccc1
    -0.7, -3.3, -2.0, 2.2, i, 0.1, -5.9, -0.2, -3.7
- CCOC(=O)C1(CCc2ccccc2)CCN(C(=O)[C@@H]2C[C@@H](C)NC(=S)N2)CC1
    1.0, -0.6, -0.6, 0.4, i, -1.6, -119.0, 1.4, 0.1
- O=C1c2ccccc2C(=O)N1CCCCON1C(=O)c2ccccc2C1=O
    0.0, -2.1, -5.5, -3.0, i, 0.1, 3.7, -0.5, 2.5
- COc1ccc(OCCSc2nc3ccccc3n2CC(=O)O)cc1
    1.1, -2.7, -2.7, 6.3, i, 3.4, -1.4, 3.4, 8.6
- COc1ccccc1/C=C1\SC(=S)N(CCC(=O)N2CCN(C)CC2)C1=O
    1.1, -9.9, -6.9, -0.4, i, -3.7, 10.4, 0.5, -6.0
- CC1=C(c2ccccc2)[N+](=O)C2(CCCC2)N1[O-]
    1.0, -6.6, -10.6, 1.0, i, -2.9, -28.7, 0.5, -9.3
- CCOc1cc(/C=N\Nc2nc(Nc3ccccc3)nc(N3CCOCC3)n2)ccc1OC(=O)c1ccco1
    5.9, -4.5, -0.2, -3.4, i, -1.2, 2.6, -0.2, 72.1*
- CC1=C(C)CC(C(=O)NCCc2ccccc2)C(C(=O)O)C1 (configuration not stated)
    1.1, -5.1, -11.4, 0.5, i, -1.6, -9.8, 1.9, -7.1
- CCCN(CC(=O)Nc1cc(Cl)ccc1Cl)C(=O)c1ccccn1
    0.0, -1.5, -15.3, -1.1, i, 3.2, -3.8, 0.6, -1.9
- Cc1cccc(NC(=S)NNC(=O)CC(C)O)c1C (configuration not stated)
    2.2, -5.9, 13.5, -6.9, i, -1.6, -5.2, -0.3, -4.1
- Cc1ccc(C(=O)OCC(=O)N2CCCc3ccccc32)cc1C
    -0.2, -5.3, -4.7, -0.2, i, 2.0, 9.4, -0.6, 12.8
- O=C1N(CN2CCOCC2)c2ccccc2C12OCC(CCl)O2 (configuration not stated)
    2.0, -2.1, 4.4, 0.9, i, 0.8, 8.7, -1.0, -2.5
- CC(C)(C)C(=O)NC(=O)Nc1ccccc1C(F)(F)F
    -1.5, -2.8, -3.9, 2.6, i, 1.5, 4.8, 1.0, -0.3
- CC(C)C(=O)NNc1ccccc1
    -2.6, -3.3, -5.2, -0.3, i, -0.9, -3.8, -0.5, -7.3
- COc1cccc(CN(C)CC(=O)Nc2sc3c(c2C#N)CCC3)c1
    -2.5, -7.6, 2.5, 4.0, i, -1.1, -21.2, -0.3, 5.4
- CN(C(=O)Cn1cc(C(F)(F)F)cc(Cl)c1=O)C1CCS(=O)(=O)C1 (configuration not stated)
    0.4, -1.5, -4.4, 3.6, i, 0.7, 0.5, 0.9, -6.7
- COc1ccc(C(CC(=O)c2ccccc2)CC(=O)c2ccccc2)cc1
    /, -1.6, 3.2, 7.4, i, 0.0, -5.4, 1.4, 33.5
- CCCn1c(SCC(=O)c2cc(C)n(-c3cc(C)on3)c2C)n[nH]c1=O
    0.8, 0.0, 15.7, 0.7, i, 3.3, -11.6, 0.7, -3.6
- CC(C)(C)NC(=O)[C@]1(C)CCC[C@@]2(C)C3CC[C@@]4(C)C[C@]3(CCC21)CC4=O (some centres not stated)
    -4.5, 0.3, 3.5, -3.0, i, -0.4, -4.1, -0.6, 8.1
- COC(=O)C(C)Sc1nc2c([nH]c3ccccc32)c(=O)n1C (configuration not stated)
    -7.2, -5.4, -0.8, -1.1, i, 1.9, -38.3, 1.5, -5.3

Looked up above:
FAS TE block with CC(C)C(=O)NNc1ccccc1 stands at -7.3
FAS TE block with CCCN(CC(=O)Nc1cc(Cl)ccc1Cl)C(=O)c1ccccn1 stands at -1.9

Next part:
Order of values – MT1-MMP act inh, bovine MsrA act, eLon inh, CSN deneddyl inh, Rpn11 block, Rin1 Abl inh, MLLE-PAM2 inh, MsrA inhibitor, FAS TE block
- NC(=O)C1CN(C(=O)c2nn(Cc3ccccc3)c(=O)c3ccccc23)c2ccccc2O1 (configuration not stated)
    1.4, -1.0, -7.0, -2.6, i, 0.7, 7.6, 0.1, -1.0
- Cc1ccc(C2C(=O)N(C3CCC(C)CC3)CC(=O)N2C2CCCC2)cc1 (configuration not stated)
    -16.5, 1.0, -0.8, -1.9, i, 1.7, -16.2, -0.8, 15.2
- CC(Oc1cc2oc(=O)c3c(c2cc1Cl)CCC3)C(=O)NCc1ccccn1 (configuration not stated)
    -0.8, -2.1, 5.2, -4.0, i, -1.4, -4.8, 0.3, -2.4
- CN(C)/C=C(/C(=O)c1ccc(Cl)c(Cl)c1)S(C)(=O)=O
    -1.4, -5.9, 7.0, 2.3, i, -1.5, 6.8, 2.7, -5.9
- CCOc1ccccc1Cn1c(=O)sc2ccccc21
    -2.1, -11.4, -11.2, 10.9, i, -0.6, -6.2, -1.3, 21.4
- CCN(CC(=O)Nc1c(F)cccc1F)C(=O)Cc1ccc(S(=O)(=O)N2CCOCC2)s1
    -15.7, -0.2, -4.0, 0.0, i, -1.3, -15.3, -0.6, -7.3
- Cc1noc(C)c1COc1ccc(C(=O)N2CC(C)CC(C)C2)cc1 (configuration not stated)
    -0.5, -1.6, -13.0, -3.5, i, 1.0, 4.6, 1.2, -6.5
- CC1C/C(=N\NC(=O)c2cccnc2)CC(C)(C)C1 (configuration not stated)
    1.0, -6.6, -1.0, -3.0, i, -2.6, -3.1, 0.7, 2.6
- CCN1C(=O)C(CC(=O)Nc2ccc(F)cc2)N(Cc2ccc3c(c2)OCO3)C1=S (configuration not stated)
    -1.1, -3.5, 6.9, -3.5, i, -1.2, -9.2, 0.5, 26.2
- CC(C)(C)c1ccc(-n2ncc3c2CCCC3NC(=O)CN2CCCCC2=O)cc1 (configuration not stated)
    -2.5, -3.4, 6.0, -3.7, i, 2.3, 3.8, -0.3, -6.8
- CCOC(=O)c1ccc(NC(=O)CN2C(=O)C3C4C=CC(C4)C3C2=O)cc1 (configuration not stated)
    0.1, -1.6, -3.0, -0.6, i, 1.7, 5.5, 0.4, -3.5
- COc1ccc(C(=O)NCCCOc2cccnc2)cc1OC1CCN(C(C)=O)CC1
    3.4, -1.7, 4.0, -1.2, i, 1.1, -0.2, -0.2, -3.2
- CC1(C)Cc2c(sc3c2C2=NCCN2C=N3)CS1
    4.4, -4.2, -3.9, 0.9, i, -0.2, 2.2, -0.4, -0.5
- COc1ccc(S(=O)(=O)Nc2ccccc2Cl)cc1NC(C)=O
    1.5, -1.8, 5.4, -16.9, i, 0.0, -17.2, -0.4, -1.0
- Cc1ccn2c(=O)c(NC(=O)c3ccc(Br)o3)c(C)nc2c1
    0.2, -4.7, 2.6, 0.5, i, -2.0, 17.7, 2.0, -4.4
- COc1ccc(-c2[nH]ncc2CN2CCN(C3CCCCC3)C(=O)C2)cc1F
    0.7, -1.9, 8.0, -6.8, i, 0.5, 9.0, -0.3, -2.7
- Cc1cc(=O)[nH]c(NN=Cc2c(Cl)cccc2Cl)n1
    -3.7, 5.3, 4.2, -0.1, i, 2.2, -9.1, 0.8, -2.6
- COc1cccc(-c2cc3nc(C)c(C)c(N4CCN(C(=O)c5ccoc5)CC4)n3n2)c1
    -4.6, -2.0, -2.7, -5.3, i, 1.4, 11.7, 0.3, 14.7
- COc1cccc(/C=N/n2nnnc2N)c1
    1.4, -3.2, -2.5, 3.5, i, -2.6, -18.7, 0.2, -5.9
- COc1ccc2c(C)cc(=O)oc2c1
    0.5, -0.4, -0.4, -2.9, i, 0.0, -9.5, 1.2, 0.7
- CCOC(=O)c1[nH]c2ccccc2c1NC(=O)c1ccc(S(=O)(=O)N2CCOCC2)cc1
    -4.9, -4.7, -7.5, -1.5, i, 1.2, 2.1, 1.2, 3.0
- Cc1ccc(Cc2cc(C)n[nH]c2=O)cc1
    1.1, -0.5, -10.3, -2.4, i, -0.7, -9.6, -1.7, -3.2
- CCN1CCN(C2=C(NS(=O)(=O)c3ccc(C)cc3)C(=O)c3ccccc3C2=O)CC1
    -1.3, 5.0, 9.0, 4.4, i, -11.2, 12.0, -0.8, -0.5
- CN1CCCC1CCOC(C)(c1ccccc1)c1ccc(Cl)cc1 (configuration not stated)
    -9.5, -2.3, -1.1, 0.0, i, 1.7, 2.9, 0.6, -4.6
- COc1ccc(CN2CCN(C(=O)c3ccco3)CC2)cc1
    10.3, -3.2, -5.1, 2.8, i, 4.6, 12.1, 0.5, -8.3
- CC1(C(=O)NS(=O)(=O)c2cccc(C#N)c2)CCN1C(=O)c1ccc(C2CCCCC2)cc1 (configuration not stated)
    4.3, -6.2, -9.1, 1.2, i, 2.5, -9.4, -0.8, -4.9
- CCOC(=O)c1c(C)[nH]c(C)c1C(=O)COC(=O)c1ccc(Cl)c(S(=O)(=O)NCc2ccccc2)c1
    1.4, -1.3, 11.9, -6.1, i, 0.5, -9.9, 1.8, 21.3
- Cc1cccc(-c2nc(=S)c3c(n2Cc2ccco2)CCCC3)c1
    -4.5, -3.5, 3.4, 19.0, i, 1.3, 8.7, 1.6, 19.8
- O=C(CNC(=O)c1ccccc1)NC1(C(=O)NC2CCCC2)CCCCC1
    5.2, -10.8, -1.0, 2.6, i, -0.2, 1.8, 0.0, -13.6
- CC1(C)CC2C1CCC1(O)CC2(C)CCC1N(O)c1ccc(C(=O)NCCO)cn1 (configuration not stated)
    11.1, -0.5, 5.5, 2.2, i, -1.4, 0.0, 0.9, -2.0
- COc1ccc(CCNC(=O)CSCC(=O)Nc2cc(S(C)(=O)=O)ccc2Cl)cc1
    -4.3, -6.4, -9.8, -5.3, i, 5.0, -8.3, -0.4, -3.9

Screening results from PubChem.
